HSP90 inh: HSP90 refolding inhibition in rabbit reticulocyte lysate. hit rate 0.91% among 290,000. luciferase refolding luminescence, 3 h. inhibition, % at 5.6 µM;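 active = inhibition above the screen-wide mean plus 3 SD, computed separately per campaign, cut at about 16% in these data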;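 note: 0% = DMSO wells and 100% = 60 µM geldanamycin wells; inhibitors lower the luminescence because luciferase stays unfolded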
HIF activator: HIF pathway transcriptional activation | U2OS HRE-luciferase reporter, luminescence; normalized: DMSO 0%, desferrioxamine 100% | activation, % at 7.5 µM (by protocol) | hit rate 0.32% among 300,000 | AID 1910;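 active = mean activation of at least 10% of the iron chelator positive control signal, with at least half of replicates also reaching 10%; inconclusive = mean and replicate majority disagree about reaching 10%; inactive = mean and most replicates under 10%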
GSK3 alpha inh: human GSK-3 alpha kinase inhibition | inhibition, % at 10 µM | P49840 | AID 2650 | hit rate 0.1% among 320,000 | ADP-Glo luminescence, 60 min;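 in the data active = inhibition above about 50%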;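 note: GST-tagged GSK-3 alpha with peptide substrate and 25 µM ATP; 0% = DMSO neutral wells and 100% = GW8510 positive control wells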
Target sequence (P49840 whole entry, looked up): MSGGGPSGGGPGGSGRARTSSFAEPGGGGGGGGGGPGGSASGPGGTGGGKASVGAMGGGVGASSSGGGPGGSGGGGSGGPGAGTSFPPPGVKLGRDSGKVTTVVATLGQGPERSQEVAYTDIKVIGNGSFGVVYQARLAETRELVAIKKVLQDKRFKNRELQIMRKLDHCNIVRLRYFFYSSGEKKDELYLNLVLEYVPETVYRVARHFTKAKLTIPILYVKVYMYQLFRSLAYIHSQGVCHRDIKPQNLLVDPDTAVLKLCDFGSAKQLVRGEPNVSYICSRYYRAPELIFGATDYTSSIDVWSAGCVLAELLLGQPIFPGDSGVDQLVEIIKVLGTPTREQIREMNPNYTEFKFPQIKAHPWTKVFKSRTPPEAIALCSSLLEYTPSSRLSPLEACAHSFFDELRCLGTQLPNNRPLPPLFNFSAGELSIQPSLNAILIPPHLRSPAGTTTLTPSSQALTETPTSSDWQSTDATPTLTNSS
IEC-6 tox: IEC-6 cytotoxicity, counter-screen for KLF5 inhibitors; luminescence viability; inhibition, % at 5 µM; hit rate 0.78% among 290,000; AID 1825; in the data active = inhibition above about 22%;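 note: 0% = plate median of test compound wells and 100% = cytotoxic reference compound wells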
HSF1 inhib: HSF1 inhibition; NIH3T3-HGL HSE-luciferase, MG132-induced, luminescence 8 h; active compounds read low; activity change, negative = inhibition, % at 7.5 µM (by protocol); hit rate 0.77% among 300,000;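 active = more than half of replicate wells show activity change below -50%, luminescence cut by over half; inconclusive = some wells, but at most half, below -50%; inactive = no replicate well below -50%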;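 note: luciferase reports HSF-1 transcriptional activity via heat shock element; 0% = median of DMSO wells and -100% = zero luminescence signal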
aSyn 5UTR inh: MLPCN primary screen, SNCA 5' untranslated region | alpha-synuclein 5'UTR reporter, inhibitor activity | inhibition, % (tested at 7.5 µM) | hit rate 0.82% among 300,000 | AID 1813; in the data active = inhibition above about 60%; inconclusive = no clear call, values can overlap the other calls;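 note: H4 neuroglioblastoma cells stably carrying SNCA 5'UTR luciferase fusion; 0% = DMSO wells and 100% = positive control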
AI-2 QS mod: modulators of Vibrio harveyi AI-2 quorum sensing system. hit rate 0.4% among 300,000. activity change, % at 7.5 µM. Vibrio harveyi JMH597 AI-2 luminescence/OD600 ratio, 9 h; active compounds read low; strain lacks LuxN and CqsS sensors; 0 = neutral-control median. AID 2094; in the data active = activity change below about -75%, passing the limit was not always enough; inconclusive = no clear call, values can overlap the other calls;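 note: luminescence divided by OD600 gain over 9 h not by final OD600 alone; inactives centre near 13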
HSF-1 act: increases HSF-1 driven luciferase reporter signal | activation, % at 9 µM | hit rate 1.7% among 300,000 | NIH3T3-HGL HSF-1 luciferase reporter, MG132, 8 h; 100% = twice DMSO control signal;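 active = mean replicate activation of at least 50% with a set share of replicates each reaching 50%; inconclusive = only one of those two conditions met; inactive = mean below 50% and too few replicates reaching it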;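 note: 0% = median of the neutral control wells and 100% = twice that signal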
GSK3B inh: inhibitors of human GSK3beta kinase. P49841. GST-GSK3beta kinase, ADP-Glo luminescence, 60 min; active compounds read low. activity score (negative = inhibition), % at 10 µM. hit rate 0.038% among 300,000. AID 2097;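 active = more than half of replicate wells score below -50%, meaning over 50% inhibition versus plate controls; inconclusive = some replicates but at most half score below -50%; inactive = no replicate scores below -50%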;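 note: 0% = median DMSO wells and -100% = median GW8510 positive control wells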
Target sequence (P49841 whole entry, looked up): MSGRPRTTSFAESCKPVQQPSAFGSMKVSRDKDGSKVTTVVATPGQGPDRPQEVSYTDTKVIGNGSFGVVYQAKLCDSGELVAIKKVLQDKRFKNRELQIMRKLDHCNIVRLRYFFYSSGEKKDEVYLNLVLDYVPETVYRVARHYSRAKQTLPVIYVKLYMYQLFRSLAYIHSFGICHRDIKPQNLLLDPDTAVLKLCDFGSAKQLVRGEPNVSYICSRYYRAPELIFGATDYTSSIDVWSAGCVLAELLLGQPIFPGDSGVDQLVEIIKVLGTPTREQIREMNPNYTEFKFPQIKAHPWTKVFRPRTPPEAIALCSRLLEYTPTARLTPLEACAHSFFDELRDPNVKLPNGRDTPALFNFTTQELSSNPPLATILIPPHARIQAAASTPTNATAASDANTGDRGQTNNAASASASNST
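Test system – GST-tagged human GSK3beta kinase, cell-free · Incubation – 60 min enzyme reaction, room temperature · Signal – ADP-Glo luminescence · Also added – peptide substrate and ATP at 25 µM · Controls – DMSO neutral wells and GW8510 at 20 µM as positive · Buffer or medium – Tris/MgCl2 kinase buffer · Measure – Luminescence-derived activity versus plate DMSO and GW8510 wells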
KLF5 inhibitor: inhibitors of KLF5 expression; DLD-1 KLF5 promoter-luciferase reporter, luminescence; inhibition, % at 5 µM; hit rate 0.23% among 290,000; AID 1700;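 active = inhibition above a per-plate limit of that plate's mean compound inhibition plus 3 SD, cut at about 60% in these data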;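 note: 0% = DMSO wells and 100% = LY294002 at 200 µM; higher means less KLF5 promoter-driven luciferase light; inactives centre near -14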
* marks the source's active call; other numbers are inactive results.

Fc1ccc(CNC(=S)Nc2cccc(Cl)c2)cc1 was read as HSP90 inh -2, HIF activator 0.7, GSK3 alpha inh -1, IEC-6 tox 5, HSF1 inhib -1, aSyn 5UTR inh -11, AI-2 QS mod inconclusive, HSF-1 act 0, GSK3B inh 2 and KLF5 inhibitor -28.
For CC(C)(C)c1nnc(N/N=C/c2ccc(Br)cc2)n(N)c1=O the results were HSP90 inh 4, HIF activator 1.0, GSK3 alpha inh 0, IEC-6 tox 2, HSF1 inhib -7, aSyn 5UTR inh -60, AI-2 QS mod 39, HSF-1 act 13, GSK3B inh -1 and KLF5 inhibitor 13.
Screening COC(=O)c1ccc(C2/C(=C(\O)c3ccc4c(c3)OCCO4)C(=O)C(=O)N2CCCN2CCOCC2)cc1 (centres undefined) returned HSP90 inh -2, HIF activator 0.0, GSK3 alpha inh -3, IEC-6 tox -1, HSF1 inhib 2, aSyn 5UTR inh -9, AI-2 QS mod 10, HSF-1 act -10, GSK3B inh 1 and KLF5 inhibitor -31.
Screening Cc1ccccc1N1CCN(S(=O)(=O)N(C)C)CC1 returned HSP90 inh 5, HIF activator -0.2, GSK3 alpha inh -1, IEC-6 tox 3, HSF1 inhib -8, aSyn 5UTR inh -14, AI-2 QS mod 29, HSF-1 act -14, GSK3B inh 3 and KLF5 inhibitor -12.
For COc1cc(N2CN=c3s/c(=C\c4ccccn4)c(=O)n3C2)cc(OC)c1OC the results were HSP90 inh 0, HIF activator 0.2, GSK3 alpha inh 2, IEC-6 tox -2, HSF1 inhib 4, aSyn 5UTR inh 18, AI-2 QS mod 10, HSF-1 act -6, GSK3B inh -3 and KLF5 inhibitor -28.
Cc1cc(Oc2ccc(C(C)(C)C)cc2)nc(N2CCOCC2)n1 was read as HSP90 inh 7, HIF activator 0.2, GSK3 alpha inh -3, IEC-6 tox 7, HSF1 inhib 5, aSyn 5UTR inh -48, AI-2 QS mod -2, HSF-1 act 20, GSK3B inh 1 and KLF5 inhibitor -54.
`COc1ccc(-c2nn(-c3ccccc3)cc2C(=O)N/N=C/c2ccc([N+](=O)[O-])o2)cc1` gave HSP90 inh 0, HIF activator -1.4, GSK3 alpha inh 1, IEC-6 tox 2, HSF1 inhib -8, aSyn 5UTR inh -26, AI-2 QS mod 31, HSF-1 act -25, GSK3B inh 2 and KLF5 inhibitor 15.
Screening Cc1c(NC(=O)CSc2ccc3c(c2)OCCO3)c(=O)n(-c2ccccc2)n1C returned HSP90 inh -3, HIF activator -0.2, GSK3 alpha inh -1, IEC-6 tox -1, HSF1 inhib 3, aSyn 5UTR inh 0, AI-2 QS mod 23, HSF-1 act 12, GSK3B inh 1 and KLF5 inhibitor -36.
Cc1ccc(C(=O)c2coc3ccc(O)cc23)cc1 was read as HSP90 inh 9, HIF activator 2.0, GSK3 alpha inh 3, IEC-6 tox -4, HSF1 inhib 19, aSyn 5UTR inh -64, AI-2 QS mod 8, HSF-1 act 24, GSK3B inh -2 and KLF5 inhibitor -100.
Cc1c(CCC(=O)N2CCC(C(=O)O)CC2)c(=O)oc2cc3oc4c(c3cc12)CCCC4 was read as HSP90 inh 3, HIF activator -1.4, GSK3 alpha inh -3, IEC-6 tox 3, HSF1 inhib -24, aSyn 5UTR inh 74*, AI-2 QS mod -2, HSF-1 act -23, GSK3B inh 5 and KLF5 inhibitor -11.
Screening CCCn1c(N)cc(=O)n(C)c1=O returned HSP90 inh -2, HIF activator 0.6, GSK3 alpha inh -2, IEC-6 tox -4, HSF1 inhib -4, aSyn 5UTR inh 2, AI-2 QS mod 15, HSF-1 act 4, GSK3B inh 0 and KLF5 inhibitor 4.
Screening CCN(CC(=O)Nc1cccc(F)c1)CC(=O)Nc1ccccc1OC returned HSP90 inh -2, HIF activator 0.0, GSK3 alpha inh 3, IEC-6 tox -2, HSF1 inhib 0, aSyn 5UTR inh -3, AI-2 QS mod 14, HSF-1 act 9, GSK3B inh 2 and KLF5 inhibitor -6.
Cc1cc(C)nc(NC(C)(C)C(=O)O)n1 was read as HSP90 inh -1, HIF activator 0.2, GSK3 alpha inh -4, IEC-6 tox -6, HSF1 inhib 1, aSyn 5UTR inh -20, AI-2 QS mod 14, HSF-1 act 3, GSK3B inh -1 and KLF5 inhibitor -31.
For COc1ccc(-c2cc(C(=O)NC(Cc3cc4ccccc4[nH]3)C(=O)O)c(C)o2)cc1OC (centres undefined) the results were HSP90 inh 2, HIF activator 1.3, GSK3 alpha inh -2, IEC-6 tox 2, HSF1 inhib -7, aSyn 5UTR inh -28, AI-2 QS mod 37, HSF-1 act -10, GSK3B inh 3 and KLF5 inhibitor -12.
Screening O=C(N/N=C/C=C\c1ccc([N+](=O)[O-])cc1)c1cccnc1 returned HSP90 inh 2, HIF activator -0.1, GSK3 alpha inh -11, IEC-6 tox 1, HSF1 inhib -4, aSyn 5UTR inh -17, AI-2 QS mod 45, HSF-1 act 2, GSK3B inh 0 and KLF5 inhibitor -5.
`Cc1csc(NC(=O)CSc2nnc(NC(=O)C3CC(=O)N(c4ccccc4)C3)s2)n1` (centres undefined) gave HSP90 inh 4, HIF activator 0.4, GSK3 alpha inh 0, IEC-6 tox 0, HSF1 inhib -5, aSyn 5UTR inh -9, AI-2 QS mod 40, HSF-1 act 2, GSK3B inh -1 and KLF5 inhibitor 13.
O=C(c1cccc2ccccc12)N1CCN(c2ccc([N+](=O)[O-])c(N3CCOCC3)c2)CC1 was read as HSP90 inh 0, HIF activator -58, GSK3 alpha inh -4, IEC-6 tox -4, HSF1 inhib -6, aSyn 5UTR inh 30, AI-2 QS mod 25, HSF-1 act 6, GSK3B inh -1 and KLF5 inhibitor -13.
Screening COC(=O)c1ccc(S(=O)(=O)N2Cc3ccccc3C2)cc1 returned HSP90 inh 5, HIF activator 0.0, GSK3 alpha inh -3, IEC-6 tox -1, HSF1 inhib -1, aSyn 5UTR inh 15, AI-2 QS mod 9, HSF-1 act -8, GSK3B inh 4 and KLF5 inhibitor -16.
Screening CCOC(=O)c1c(C)oc2cc(Cl)c(O)c(CN(C)C)c12 returned HSP90 inh 2, HIF activator 0.3, GSK3 alpha inh 4, IEC-6 tox 6, HSF1 inhib 12, aSyn 5UTR inh -57, AI-2 QS mod 10, HSF-1 act 37, GSK3B inh 1 and KLF5 inhibitor -91.
CCc1nc(SCC(=O)N2CCc3cc(OC)c(OC)cc3C2)c(C#N)cc1C was read as HSP90 inh 0, HIF activator 0.0, GSK3 alpha inh 0, IEC-6 tox 2, HSF1 inhib -2, aSyn 5UTR inh 19, AI-2 QS mod 6, HSF-1 act 10, GSK3B inh 4 and KLF5 inhibitor -13.
Screening C=CCn1c(=NC(=O)c2ccccc2[N+](=O)[O-])sc2cc(S(C)(=O)=O)ccc21 returned HSP90 inh 0, HIF activator 0.2, GSK3 alpha inh 0, IEC-6 tox 1, HSF1 inhib 5, aSyn 5UTR inh -7, AI-2 QS mod 17, HSF-1 act 7, GSK3B inh 2 and KLF5 inhibitor 25.
`COc1ccc(CCNC(=O)CNC(=O)c2ccc(Br)o2)cc1OC` gave HIF activator -0.3, GSK3 alpha inh -3, HSF1 inhib -8, aSyn 5UTR inh 13, AI-2 QS mod 13, HSF-1 act -5 and GSK3B inh 0.
Screening CC(c1ccon1)N(C)Cc1c(C(=O)N(C)Cc2ccccc2)nc2ccccn12 (centres undefined) returned HSP90 inh -3, HIF activator 1.5, GSK3 alpha inh -2, IEC-6 tox 7, HSF1 inhib 1, aSyn 5UTR inh 4, AI-2 QS mod 17, HSF-1 act 7, GSK3B inh 0 and KLF5 inhibitor 2.
For O=C(CN1CCCCCC1)Nc1ccccc1F the results were HSP90 inh -1, HIF activator -0.5, GSK3 alpha inh -4, IEC-6 tox -5, HSF1 inhib -1, aSyn 5UTR inh 11, AI-2 QS mod 10, HSF-1 act -8, GSK3B inh -2 and KLF5 inhibitor -2.
For CCc1nnc(NC(=O)CN2CCN(Cc3ccc(C)cc3)CC2)s1 the results were HSP90 inh -1, HIF activator -0.2, GSK3 alpha inh -1, IEC-6 tox -17, HSF1 inhib -36, aSyn 5UTR inh 25, AI-2 QS mod 17, HSF-1 act -50, GSK3B inh 4 and KLF5 inhibitor -7.
For CC(C)C1/C(=N/O)CC(c2ccccc2)NC1c1ccccc1 (centres undefined) the results were HSP90 inh 0, HIF activator -0.4, GSK3 alpha inh -1, IEC-6 tox 3, HSF1 inhib 0, aSyn 5UTR inh 25, AI-2 QS mod -4, HSF-1 act 23, GSK3B inh -7 and KLF5 inhibitor -18.
`COc1ccc(OC)c(S(=O)(=O)Nc2cnc3ccccc3c2)c1` gave HSP90 inh -1, HIF activator 0.5, GSK3 alpha inh -1, IEC-6 tox 3, HSF1 inhib 11, aSyn 5UTR inh -10, AI-2 QS mod 8, HSF-1 act 18, GSK3B inh 11 and KLF5 inhibitor -4.
`Cn1c(CNC(=O)c2cccs2)nnc1SCC(=O)Nc1ccccc1` gave HSP90 inh -6, HIF activator 0.0, GSK3 alpha inh -2, IEC-6 tox -2, HSF1 inhib -1, aSyn 5UTR inh 13, AI-2 QS mod 18, HSF-1 act -12, GSK3B inh 1 and KLF5 inhibitor -1.
`Cc1cc(Nc2ccccc2Br)n2nc(C)nc2n1` gave HSP90 inh 6, HIF activator -0.1, IEC-6 tox -5, HSF1 inhib -4, aSyn 5UTR inh 13, AI-2 QS mod 9, HSF-1 act 0, GSK3B inh 0 and KLF5 inhibitor 9.
For Cc1cccc(N2C(=S)NC3c4cc(Cl)ccc4OC2(C)C3C(=O)N(C)C)c1 (centres undefined) the results were HSP90 inh 0, HIF activator -0.3, GSK3 alpha inh -2, IEC-6 tox -2, HSF1 inhib 7, aSyn 5UTR inh 12, AI-2 QS mod 13, HSF-1 act -4, GSK3B inh -2 and KLF5 inhibitor -10.
Cc1cccc(-c2nnc(NC(=O)c3ccco3)s2)c1 was read as HSP90 inh 0, HIF activator 2.3, GSK3 alpha inh 0, IEC-6 tox 0, HSF1 inhib 46, aSyn 5UTR inh -124, AI-2 QS mod 31, HSF-1 act 46, GSK3B inh -1 and KLF5 inhibitor -179.
`Cc1ccc(CNCCCSc2nc(C)cc(C)n2)cc1` gave HSP90 inh 5, HIF activator -0.5, GSK3 alpha inh -2, IEC-6 tox 1, HSF1 inhib 2, aSyn 5UTR inh 13, AI-2 QS mod 2, HSF-1 act 27, GSK3B inh -1 and KLF5 inhibitor -25.
For Cc1ccc(-n2nc3c(=O)n(CC(=O)NC4CCCCCC4)nc(C)c3c2C)cc1 the results were HSP90 inh 6, HIF activator 0.0, GSK3 alpha inh 2, IEC-6 tox 8, HSF1 inhib -1, aSyn 5UTR inh 22, AI-2 QS mod 11, HSF-1 act -6, GSK3B inh 0 and KLF5 inhibitor 9.
`CC1CCN(C(=O)N[C@@H](Cc2ccccc2)C(=O)O)CC1` gave HSP90 inh 7, HIF activator -0.1, GSK3 alpha inh -3, IEC-6 tox -6, HSF1 inhib -3, aSyn 5UTR inh -11, AI-2 QS mod 8, HSF-1 act 10, GSK3B inh -1 and KLF5 inhibitor -39.

Source: PubChem
